# Compound activity: PubChem BioAssay, National Center for Advancing Translational Sciences (NCATS)
# PI4K2A inh = PI4K2A (human) kinase inhibition; activity change, negative = inhibition, % at 76.9 µM; actives 0.13% (n = 420,000); purified PI4K2A, ADP-Glo luminescence, 1 h; stronger effect = lower value; Q9BTU6; in the data active means activity change below about -50%; inconclusive means mostly about -30% to -49%;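 further: -100% = wells without enzyme as full effect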
# Target sequence (Q9BTU6 whole entry, looked up): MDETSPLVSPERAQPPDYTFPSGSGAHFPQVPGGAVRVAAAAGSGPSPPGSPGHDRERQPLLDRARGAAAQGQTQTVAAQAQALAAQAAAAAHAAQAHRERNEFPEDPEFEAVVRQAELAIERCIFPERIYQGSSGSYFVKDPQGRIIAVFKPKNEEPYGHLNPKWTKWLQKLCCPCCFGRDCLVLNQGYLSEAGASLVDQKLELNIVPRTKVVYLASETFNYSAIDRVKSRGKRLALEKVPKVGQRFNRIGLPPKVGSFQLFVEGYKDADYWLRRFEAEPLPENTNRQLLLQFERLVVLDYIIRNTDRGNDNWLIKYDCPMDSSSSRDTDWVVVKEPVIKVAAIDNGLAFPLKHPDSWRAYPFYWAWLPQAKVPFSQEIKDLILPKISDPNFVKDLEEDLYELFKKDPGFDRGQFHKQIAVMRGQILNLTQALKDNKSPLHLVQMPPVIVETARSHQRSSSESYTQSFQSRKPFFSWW
#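 PI4K2A activity was measured by ADP-Glo luminescence: enzyme (4 ug/mL stock) and phosphatidylinositol (1.2 mM stock) in Tris pH 7.5/MgCl2/EGTA/Triton X-100 buffer were reacted with ATP (300 microM stock) for one hour at ambient temperature.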
# GLS inhibitor = inhibitors of human glutaminase (GLS); AID 624170; GLS enzymatic activity, qHTS titration; O94925; Potency, µM (highest dose often 45.5 µM), without a hit: at the highest dose activity change, negative = inhibition, actives largely listed as inhibitors; actives 0.21% (n = 410,000); further: potency means the concentration at half of the fitted maximal effect
#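 Enzyme dispensed in phosphate buffer (45 mM, pH 8.2, 0.02% Tween-20), compounds pinned in, then 1 mM L-glutamine solution and the glutamate oxidase–HRP–Amplex Red mix added; fluorescence read immediately and again after 30 min at room temperature.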
# ALOX12 inh = blocks human arachidonate 12S-lipoxygenase. purified 12hLO, xylenol orange hydroperoxide absorbance. Potency, µM (doses to about 108 µM), for inactives: at the highest dose activity change, negative = inhibition, hits mostly inhibitors. actives 1.1% (n = 580,000); further: potency means the concentration at half of the fitted maximal effect
#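 Purified human 12hLO at 150 nM in 25 mM Hepes, 0.01% Triton X-100, pH 7.0, preincubated 15 min at room temperature with compound. Reaction started with 40 uM arachidonic acid, 30 min at room temperature. Hydroperoxide measured by Fe-xylenol orange, 573/405 nm absorbance ratio.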
# Starred values were filed as active, the others as inactive; ? = inconclusive. Unless noted, the call rests on the fitted dose curve; in most records, active means well fitted inhibition curve with a large enough effect; inconclusive means small, poorly fitted or top-dose-only effect, or another doubt; inactive means no such curve, though single readings can be large or run the other way. Unless noted, on the % scale 0 is the no-effect control and ±100 the full control effect. The list is partial; count on the stated rates, not on these rows.
no.	mol	PI4K2A inh	GLS inhibitor	ALOX12 inh
1	Cn1c(Oc2cccnc2CN2CCCC2)nc2cc(-c3cccc(C(F)(F)F)c3)sc2c1=O	-0.6	-10.9%	8.7%
2	COc1ccc(-c2cnc(C(O)c3ccc(-c4ccccc4)cc3)[nH]2)cc1 (centres undefined)	0.6	11.3%	-3.6%
3	CC1=C(O)C(=O)C(c2c(C)cc(C)c(Br)c2C)=C(O)C1=O	-8.7	-2.4%	?
4	CCc1ccc([C@@H]2CC(=O)[C@@H]3CN(S(=O)(=O)c4ccccc4)[C@H](c4ccc(OC)cc4)C[C@@H]3N2S(=O)(=O)c2ccc(C)cc2)cc1	0.0	-9.4%	-16.9%
5	O=C(NCc1cccnc1)c1ccc2sc([C@H]3C[C@H](O)[C@@H](CO)O3)nc2c1	5.0	17.4%	-3.8%
6	COc1ccc(Cl)cc1-c1cc(C(=O)NCc2cccc(Cl)c2)[nH]n1	-2.6	1.2%	-24.4%
7	O=S1(=O)C[C@H](N2CCC(Cc3ccccc3)CC2)[C@@H](COCc2ccccc2)N1	-7.2	9.1%	?
8	CNC[C@@H]1OCc2ccccc2-c2c(n(C)c3ccccc23)C(=O)N([C@H](C)CO)C[C@@H]1C	3.3	-0.9%	?
9	CCCCN(CCCC)Cc1cc(=O)oc2cc(OC)c(Cl)cc12	-2.9	6.9%	-62.1%
10	COCCNC(=O)C1(C)CCN(Cc2cccc(Oc3ccccc3)c2)C1 (centres undefined)	2.5	12.2%	1.7%
11	CC1=C(C(=O)N(C(C)C)C(C)C)CC(CC(=O)NCCN2CCOCC2)C(=O)N1CCC1=CCCCC1 (centres undefined)	-2.3	-7.1%	-1.6%
12	CCOC(=O)CN(C(=O)c1snc(C(N)=O)c1N)C(C(=O)NCCC(C)C)c1ccc(C)cc1 (centres undefined)	-2.5	-3.3%	-4.4%
13	Cc1ccc(NC(=O)[C@H](Cc2ccccc2)NC(=O)CC[C@H]2O[C@@H](n3ccc(=O)[nH]c3=O)[C@H](O)[C@@H]2O)cc1C	-4.7	1.0%	7.3%
14	COc1ccc([N+](=O)[O-])cc1NC(=O)COC(=O)C12CC3CC(CC(O)(C3)C1)C2	0.5	5.5%	1.7%
15	C[C@@H]1CN([C@@H](C)CO)C(=O)c2cc(Br)cnc2O[C@H]1CN(C)C(=O)C1CC1	6.3	-2.3%	19.3%
16	NC(c1ccccc1)c1cccs1 (centres undefined)	3.8	8.5%	?
17	CCN1CCN(c2ccc(N3CCN(S(=O)(=O)c4cccc([N+](=O)[O-])c4)CC3)nn2)CC1	-1.1	4.6%	-12.1%
18	CS(=O)(=O)n1c2ccccc2c(=O)n1-c1ccccc1CCl	-8.0	-0.7%	-6.9%
19	c1ccc(-c2nc3c4ccccc4ccn3c2CC2CCCCC2)cc1	-6.3	2.2%	?
20	CC(C)CNc1ncnc2c1ncn2[C@H]1CN(Cc2cccs2)C[C@@H](CO)O1	1.7	3.7%	0.7%

# Record cards, from the list above. Order of screens: PI4K2A inh | GLS inhibitor | ALOX12 inh
# `O=S1(=O)C[C@H](N2CCC(Cc3ccccc3)CC2)[C@@H](COCc2ccccc2)N1` is listed with -7.2 | 9.1% | ?
# `CCOC(=O)CN(C(=O)c1snc(C(N)=O)c1N)C(C(=O)NCCC(C)C)c1ccc(C)cc1` (centres undefined) is listed with -2.5 | -3.3% | -4.4%

# The list goes on:
no.	mol	PI4K2A inh	GLS inhibitor	ALOX12 inh
21	Clc1ccc(-c2nc3ccc(Br)cn3c2Cc2cccc(Cl)c2)cc1	4.0	1.7%	?
22	Cc1ccc(S(=O)(=O)N2C[C@H]3C(=O)C[C@@H](c4cccc(C)c4)N(S(=O)(=O)c4ccc(C)cc4)[C@H]3C[C@H]2c2ccccc2)cc1	1.8	1.9%	?
23	O=C1NC[C@@H](Cc2cccc3ccccc23)N(CCc2cccc(F)c2)C1=O	2.0	28.9%	-4.0%
24	C[C@@H]1CN([C@H](C)CO)C(=O)CCCn2nncc2CO[C@@H]1CN(C)C(=O)C1CC1	-6.9	15.0%	-1.4%
25	COc1ccc(S(=O)(=O)N2CCC[C@H]2C(=O)N2CCC[C@H]2C(=O)NCc2ccc(F)cc2F)cc1C	4.1	-0.8%	?
26	COc1ccc(OCCNC(=O)C2(C)CCN2Cc2ccc(SC)cc2)cc1 (centres undefined)	1.0	-7.0%	?
27	COc1c(C)cc(C(O)c2ncc(-c3ccccc3Cl)[nH]2)cc1C (centres undefined)	-8.2	8.0%	-1.1%
28	Cc1cccc(NC(=O)CSc2nnc3ccc(-c4cccnc4)nn23)c1	-1.7	-2.1%	3.5%
29	CC1(C(=O)NS(=O)(=O)C2CC2)CCCN(C(=O)c2ccccc2OC(F)(F)F)C1 (centres undefined)	2.8	-9.7%	4.2%
30	C[C@@H]1CN([C@@H](C)CO)C(=O)CCCn2nncc2CO[C@@H]1CN(C)C(=O)c1ccncc1	3.6	1.1%	4.0%
31	CN(C)Cc1ccccc1CNC(=O)c1cccc(S(=O)(=O)Nc2ccc3c(c2)OCO3)c1	-3.3	17.9%	-9.0%
32	CCOC(=O)C1(C)CCCCCN1C(=O)/C=C/c1ccccc1 (centres undefined)	3.6	-3.2%	-8.1%
33	Cc1ccc([C@@H]2C[C@H]3[C@@H](CN2S(=O)(=O)c2ccc(Cl)cc2)C(=O)C[C@@H](c2ccccc2)N3S(=O)(=O)c2ccc(C)cc2)cc1	1.0	5.6%	-22.4%
34	CCCCCCN1CCN(C2CN(Cc3cn(CCCCCC)nn3)S(=O)(=O)C2)CC1 (centres undefined)	-4.3	-5.3%	?
35	NC(=O)CC1(c2ccccc2)CCCCC1	7.3	-0.5%	-14.9%
36	Cc1cccc(NC(=O)CNC(=O)c2cc(S(=O)(=O)N(C)C)ccc2N2CCCC2)c1C	-5.8	8.0%	3.0%
37	O=C(c1ccco1)N(Cc1cccnc1)C(c1ccccc1)c1nc2ccccc2[nH]1 (centres undefined)	-2.6	-14.0%	8.8%
38	CC(C)=CCC[C@H](C)C[C@@H]1Cc2[nH][nH]c(=O)c2[C@@H](c2ccc(F)cc2)O1	-6.4	7.1%	-7.7%
39	COc1ccc(S(=O)(=O)N2CCCCC2c2cc(C(=O)Nc3ccc(F)c(Cl)c3)no2)cc1 (centres undefined)	-2.1	10.1%	-16.1%
40	O=C(NCc1cccc(C(F)(F)F)c1)c1ccc2sc([C@@H]3O[C@H](CO)[C@@H](O)[C@H]3O)nc2c1	-3.3	5.0%	2.6%
41	C/C=C/c1cccc(-c2nc(C(=O)N3CCCCC3)cc3c2[C@H](CCO)N(C(=O)NC(C)C)C3)c1	2.9	0.4%	?
42	CCOC1=C2[C@@H](CN(S(=O)(=O)c3ccc(C)cc3)[C@H]2c2ccc(Cl)cc2)[C@H]2C(=O)N(c3ccccc3)C(=O)[C@H]2C1	1.6	-18.2%	?
43	O=C(Nc1ccc(F)c(Cl)c1)Nc1nnc([C@H]2C[C@H](O)[C@@H](CO)O2)s1	-3.4	1.9%	-1.6%
44	CCOc1ccc(-c2cc(C(=O)NCc3ccc(F)cc3)[nH]n2)c(C)c1	-2.2	4.3%	?
45	CSCCC(c1nnnn1Cc1ccccc1)N1CCN(C/C=C/c2ccccc2)CC1 (centres undefined)	-0.1	11.0%	-11.1%
46	CC(C)C(=O)N1CCCC1(C)C(=O)Nc1ccc(F)cc1 (centres undefined)	-2.2	4.3%	-46.8%
47	CCOC(=O)c1[nH]c(=S)n(-c2ccccc2)c1C(=O)OCC	1.4	?	7.08µM*
48	CC(C)NC(=O)C1(C)CCN1C/C=C/c1ccccc1 (centres undefined)	0.5	-0.3%	-2.5%
49	Cc1nc2c(OCCOc3ccccc3)cccn2c1N(C)C(=O)CCC1CCCC1	-3.0	-6.3%	-24.2%
50	CC1(C(=O)NS(=O)(=O)c2ccccc2Cl)CCN1C(=O)c1ccccc1 (centres undefined)	3.5	5.7%	?
51	CCc1nc2ccc(C(=O)Nc3cccc(NS(C)(=O)=O)c3)cn2c1N(CC)Cc1cccc(Br)c1	-0.5	0.8%	1.2%
52	Cc1cc2nc(-c3ccc(F)cc3)c(CC3CCCCC3)n2c(C)c1Br	4.1	6.4%	?
53	COc1ccc([C@H]2C[C@@H](O)[C@H](n3cc(COC(=O)c4ccccc4)nn3)CN2Cc2cccs2)cc1	-1.5	-0.7%	-54.8%
54	O=C(OCc1cn([C@@H]2CN(C(=O)c3cccs3)[C@@H](c3ccccc3)C[C@H]2O)nn1)c1ccccc1	-4.5	-11.0%	-1.2%
55	CCOc1ccccc1CNn1cnnc1SCC(=O)NC(C)(C)C	2.9	-1.4%	-7.6%
56	C[C@@H]1CN([C@@H](C)CO)C(=O)CCCn2nncc2CO[C@@H]1CN(C)C(=O)c1ccccc1	-1.6	0.2%	-4.2%
57	COc1ccc(C(=O)N2CCC(C)(C(=O)NS(=O)(=O)C3CC3)C2)cc1 (centres undefined)	1.4	-8.6%	-25.7%
58	CCNC(=O)C1(C)CCN(C(=O)c2c(F)ccc(C)c2F)C1 (centres undefined)	-7.6	1.6%	2.3%
59	COc1ccc(CNC(=O)O[C@H]2C[C@@H]3C(=O)N(c4ccccc4)C(=O)[C@@H]3[C@@H]3CN(S(=O)(=O)c4ccc(C)cc4)C[C@]23O)cc1OC	-7.8	-2.1%	0.3%
60	COc1ccccc1-c1cnc(C(O)c2ccc(F)c(F)c2)[nH]1 (centres undefined)	1.3	3.2%	8.1%
61	Cc1ccccc1S(=O)(=O)N(C)C[C@@H]1OCc2cnnn2CCCC(=O)N([C@@H](C)CO)C[C@H]1C	0.4	0.2%	14.7%
62	Cc1cc(Br)cn2c(Cc3ccccc3)c(-c3cccc(Br)c3)nc12	0.4	-3.5%	?
63	Cc1cc(Br)cn2c(Cc3ccsc3)c(-c3cccc(Cl)c3)nc12	0.8	-6.5%	-45.0%
64	COc1ccc(OC)c(CN2C(=O)c3ccccc3C2c2nnnn2-c2c(C)cccc2C)c1 (centres undefined)	4.9	0.2%	5.4%
65	COc1ccccc1Cn1c(=O)oc2ccccc21	6.8	-13.9%	-7.5%
66	CSc1nc(=O)n(CCC#N)nc1SC	-5.8	4.2%	-20.0%
67	O=C(NC1CCCc2c1cnn2-c1ccccc1F)c1ccncc1 (centres undefined)	3.6	0.6%	?
68	CC1(C)OC(=O)C2=C(C[C@@H](C3CC3)O[C@H]2CCc2cccc(Cl)c2)O1	-2.9	-0.3%	-12.5%
69	COc1ccc(CCNC(=O)Nc2nc(C(N)Cc3ccccc3)cs2)cc1OC (centres undefined)	-4.0	10.7%	0.1%
70	COCCNC(=O)C1(C)CCCN(Cc2cc3ccccc3o2)C1 (centres undefined)	3.7	-14.4%	?
71	COc1ccc(S(=O)(=O)N2CCCCC2c2cc(C(=O)NCc3ccccc3)no2)cc1 (centres undefined)	3.6	?	4.4%
72	CN(C)CCOc1ccc2c(c1)C(=O)C(=Cc1ncc([N+](=O)[O-])n1C)C2	-2.1	1.8%	?
73	CCOC(=O)[C@]12CCCC=C1N(Cc1cccc3ccccc13)C(=O)[C@H](CC(=O)N1CCN(C(=O)C3CC3)CC1)C2	0.5	4.2%	-15.3%
74	CCNC(=O)C1(C)CCN(Cc2ccccc2C#N)C1 (centres undefined)	3.0	0.1%	-6.0%
75	COc1ccc(OC)c(NC(=O)c2cccc(NC(=O)c3ccco3)c2)c1	-1.8	-0.1%	7.3%
76	CC1(C(=O)NCc2ccc3c(c2)OCO3)CCN1CCc1ccccc1 (centres undefined)	2.5	-0.6%	-3.4%
77	Nc1[nH]c(C(=O)c2ccccc2)c(-c2c(F)cccc2F)c1C(=O)c1ccc(Cl)c(Cl)c1	1.9	0.0%	-1.3%
78	O=S(=O)(Nc1ccc(C(O)(C(F)(F)F)C(F)(F)F)cc1)c1cccc2ccccc12	-5.0	17.5%	44.7µM*
79	O=C1CNC(c2ccccc2)C(c2ccccc2)N1 (centres undefined)	-1.7	0.1%	?
80	C[C@H](CO)NC(=O)c1[nH]cnc1C(=O)Nc1cccc(Cl)c1	-8.7	-3.6%	-2.0%

# Continuation.
no.	mol	PI4K2A inh	GLS inhibitor	ALOX12 inh
81	COc1ccc(S(=O)(=O)Nc2cc3c4c(c2)CC(=O)N4CCC3)cc1OC	0.9	-5.9%	?
82	CSc1ccc(CN2CCC2(C)C(=O)NCc2cccc(C(F)(F)F)c2)cc1 (centres undefined)	-1.5	8.5%	-1.1%
83	O=C(/C=C/[C@H]1O[C@@H](n2ccc(=O)[nH]c2=O)[C@H](O)[C@@H]1O)NCc1ccc2c(c1)OCO2	2.7	-5.2%	?
84	COc1ccc(NC(=O)N(C)[C@H]2C[C@H]3c4[nH]c5ccccc5c4CCN3C(=O)[C@H]2CO)cc1	2.1	12.6%	0.8%
85	CCCCC[C@@H]1[C@H]2[C@H]3C(=O)N(c4ccccc4)C(=O)[C@H]3CC(=O)[C@H]2[C@H](c2ccccc2)N1S(=O)(=O)c1ccc(C)cc1	-0.9	-5.1%	-6.6%
